Bioassay records (PubChem BioAssay)
PABP1 MLLE inh – blocks PAM2 peptide binding to the PABP1 MLLE domain; P11940; GST-MLLE / FITC-PAM2 fluorescence polarization; inhibition, % at 20 µM; 360,000 compounds, 0.36% hits; in the data active = inhibition above about 35%, passing the limit was not always enough;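 note: plate controls were DMSO wells with GST-MLLE for no effect and wells lacking GST-MLLE protein for full effect; some results filed as inactive read as strong as hits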
Rpn11 inh – blocks the human proteasome subunit Rpn11. O00487. human 26S proteasome, Ub4-pepOG fluorescence polarization; 20S core pre-blocked with epoxomicin. calls only at 20 µM. 360,000 compounds, 0.59% hits;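 active = inhibition at 20 µM, scaled to each plate's controls, above about 33%, limit read from the data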
CSN inh – inhibitors of human CSN-mediated cullin deneddylation; 360,000 compounds, 0.38% hits; Q92905; inhibition, % at 12.5 µM; Purified CSN, SCF-Nedd8-OG deneddylation, fluorescence polarization;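 active = pattern-corrected inhibition above about 35%, with an unprinted fluorescence ratio check between 0.5 and 1.5, limit read from the data, passing the limit was not always enough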;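 note: 0% = enzyme with substrate and 100% = substrate without enzyme; some results filed as inactive read as strong as hits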
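Test system: Human Csn5 produced in HEK293T cells | Compound: 12.5 µM single point | Times: 90 min, room temperature | Signal: Fluorescence polarization readout | Read-out basis: % inhibition of substrate cleavage by Csn5 | Controls: no-enzyme wells high, enzyme-with-substrate wells low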
MT1-MMP act inh – MT1-MMP (human) activation inhibition. P50281. HT1080 RFP-PRO-GFP cells, GFP/RFP ratio fluorescence, overnight; percent of plate control window, DMSO zero. GFP/RFP ratio change, % at 20 µM. 360,000 compounds, 0.061% hits. AID 651647;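 active = GFP/RFP ratio change of at least 30% with cell ATP level not reduced by more than half and red fluorescence within 50% of control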; note: strong numbers were not always called active
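system = RFP-PRO-GFP reporter HT1080 cells | dosing = 20 µM single dose, 1% DMSO | timing = overnight cell settling, then overnight compound exposure, 37 °C, 5% CO2 | read-out basis = GFP/RFP fluorescence ratio | controls = DMSO and RFP-L50D-GFP cell wells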
FAS TE block – inhibitors of human fatty acid synthase thioesterase domain; P49327; inhibition, % at 15 µM; AID 602261; recombinant FAS-TE, OMFH fluorogenic substrate, fluorescence endpoint; 360,000 compounds, 0.67% hits;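 active = compounds whose normalised, plate-corrected inhibition of enzyme fluorescence in the single-dose primary screen is 50% or more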;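 note: 0% = DMSO with enzyme and 100% = substrate without enzyme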
MsrA inh – inhibits bovine methionine sulfoxide reductase A | purified bovine MsrA, absorbance read-out | inhibition, % at 15.5 µM | 360,000 compounds, 0.75% hits | AID 651718; in the data active = inhibition above about 4.5%;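 note: 0% = vehicle wells with enzyme and 100% = reference inhibitor wells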
Rin1-Abl PPI inh – inhibitors of human Rin1-Abl protein interaction; TR-FRET Rin1/Abl binding, biochemical; inhibition, % at 7.35 µM; 360,000 compounds, 0.4% hits; AID 588664; P00519+Q13671; in the data active = inhibition above about 5%, passing the limit was not always enough
Target sequence (P00519 whole entry, looked up): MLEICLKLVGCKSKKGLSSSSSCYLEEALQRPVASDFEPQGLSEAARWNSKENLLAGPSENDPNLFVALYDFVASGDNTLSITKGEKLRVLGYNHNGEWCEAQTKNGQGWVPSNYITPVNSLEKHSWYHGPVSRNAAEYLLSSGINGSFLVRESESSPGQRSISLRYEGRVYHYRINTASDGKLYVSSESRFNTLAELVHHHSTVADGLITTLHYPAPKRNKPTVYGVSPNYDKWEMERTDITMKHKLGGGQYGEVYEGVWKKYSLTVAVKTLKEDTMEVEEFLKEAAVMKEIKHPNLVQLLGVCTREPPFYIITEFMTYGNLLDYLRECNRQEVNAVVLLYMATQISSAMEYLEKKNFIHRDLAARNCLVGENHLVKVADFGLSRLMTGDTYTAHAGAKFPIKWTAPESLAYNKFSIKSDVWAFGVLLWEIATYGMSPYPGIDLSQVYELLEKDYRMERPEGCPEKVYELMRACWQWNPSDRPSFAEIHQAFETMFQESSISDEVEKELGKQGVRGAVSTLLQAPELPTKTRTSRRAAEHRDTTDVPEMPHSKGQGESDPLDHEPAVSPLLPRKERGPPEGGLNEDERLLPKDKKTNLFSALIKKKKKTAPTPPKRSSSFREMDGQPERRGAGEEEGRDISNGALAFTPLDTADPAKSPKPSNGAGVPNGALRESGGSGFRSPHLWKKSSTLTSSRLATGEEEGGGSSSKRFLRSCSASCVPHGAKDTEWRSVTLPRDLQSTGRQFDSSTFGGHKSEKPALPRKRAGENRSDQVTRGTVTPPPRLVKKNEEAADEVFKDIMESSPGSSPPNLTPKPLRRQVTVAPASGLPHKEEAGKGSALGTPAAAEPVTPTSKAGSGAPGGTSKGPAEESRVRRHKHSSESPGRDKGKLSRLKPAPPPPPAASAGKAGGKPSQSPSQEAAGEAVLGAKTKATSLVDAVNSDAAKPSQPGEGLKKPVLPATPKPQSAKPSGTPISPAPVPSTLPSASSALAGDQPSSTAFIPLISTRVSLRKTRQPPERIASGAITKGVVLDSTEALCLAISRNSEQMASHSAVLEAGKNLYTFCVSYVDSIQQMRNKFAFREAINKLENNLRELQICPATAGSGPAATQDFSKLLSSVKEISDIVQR
Target sequence (Q13671 whole entry, looked up): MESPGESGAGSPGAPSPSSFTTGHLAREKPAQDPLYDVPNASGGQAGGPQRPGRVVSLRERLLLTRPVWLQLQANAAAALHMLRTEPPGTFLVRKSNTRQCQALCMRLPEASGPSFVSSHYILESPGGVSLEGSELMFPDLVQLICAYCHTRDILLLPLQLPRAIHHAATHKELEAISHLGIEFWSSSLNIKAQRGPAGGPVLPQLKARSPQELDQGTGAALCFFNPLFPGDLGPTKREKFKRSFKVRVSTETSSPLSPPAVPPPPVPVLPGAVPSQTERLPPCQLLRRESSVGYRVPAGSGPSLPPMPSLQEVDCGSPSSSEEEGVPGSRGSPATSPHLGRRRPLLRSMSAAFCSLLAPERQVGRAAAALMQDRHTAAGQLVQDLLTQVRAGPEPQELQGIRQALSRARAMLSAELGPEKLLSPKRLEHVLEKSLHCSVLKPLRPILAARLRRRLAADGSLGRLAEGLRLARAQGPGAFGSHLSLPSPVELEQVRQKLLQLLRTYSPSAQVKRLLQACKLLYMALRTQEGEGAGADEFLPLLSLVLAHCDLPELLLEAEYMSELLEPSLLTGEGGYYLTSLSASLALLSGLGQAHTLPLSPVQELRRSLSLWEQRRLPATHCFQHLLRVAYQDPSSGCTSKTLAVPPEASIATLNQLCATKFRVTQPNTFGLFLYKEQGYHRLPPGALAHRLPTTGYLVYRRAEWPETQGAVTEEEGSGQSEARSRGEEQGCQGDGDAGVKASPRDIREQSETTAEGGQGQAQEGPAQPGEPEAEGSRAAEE
E coli Lon inh – inhibits E. coli Lon protease | purified E. coli Lon protease, fluorescence polarization | inhibition, % at 7.94 µM | P0A9M0 | 360,000 compounds, 0.42% hits | AID 602123; in the data active = inhibition above about 13%, passing the limit was not always enough;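 note: 0% = enzyme with probe and DMSO and 100% = no enzyme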
bovine MsrA act – activators of bovine methionine sulfoxide reductase A; purified bovine MsrA, absorbance read-out; activation, % at 10.6 µM; 360,000 compounds, 0.3% hits; AID 602163; in the data active = activation above about 7.5%;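 note: 0% = vehicle and 100% = reference activator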
* hit, by the source's call; i = inactive; . = no result given; + = active, no number. The order is random, and some 3.7% of all compounds hit somewhere here.

1: CCOC(=O)Cc1ccc(Nc2nc(NCc3ccccc3)nc3ccsc23)cc1
2: CC(C)(C)c1ccc(C(=O)NNc2ncccc2-n2cccc2)cc1
3: CCn1cc([N+](=O)[O-])c(C(=O)N2N=C(c3ccccc3)CC2c2ccc([N+](=O)[O-])cc2)n1 (configuration not stated)
4: O=C(CNc1ccc(Cl)cc1)c1ccc(Br)cc1
5: Cn1c2c(c(=O)n(C)c1=O)CN(Cc1ccco1)CN2
6: O=C1c2ccccc2C(=O)N1CCCN1C(=O)c2ccccc2C1=O
7: COc1ccccc1C(=O)OCc1nc(N)nc(Nc2ccccc2C)n1
8: CNC(=O)CS(=O)CC(=O)Nc1cc(OCCOC)c(Cl)cc1Cl (configuration not stated)

compound no.	1	2	3	4	5	6	7	8
bovine MsrA act	0	-4	3	-4	1	-1	-9	-3
Rin1-Abl PPI inh	-3	-4	-1	3	0	2	0	2
Rpn11 inh	i	i	i	i	i	i	i	i
FAS TE block	18	5	63*	1	-1	-3	-5	-2
E coli Lon inh	7	-12	0	1	-8	-7	0	-1
PABP1 MLLE inh	9	-11	4	0	9	4	4	17
MT1-MMP act inh	-7	0	-8	3	-3	5	3	1
CSN inh	-3	-1	-23	2	-2	1	-2	-2
MsrA inh	2.5	0.0	1.2	-1.1	0.2	-0.1	0.8	0.8

9: Cn1nc(C(C)(C)C)c([N+](=O)[O-])c1C(=O)N1CCOCC1
10: O=C(Nc1ccc2oc(-c3ccccc3)nc2c1)c1cc(-n2cnnc2)ccc1Cl
11: Cc1cccc(N(CC(=O)N2CCc3ccccc3C2)S(C)(=O)=O)c1C
12: CSc1ncccc1C(=O)OCC(=O)N(C)c1c(N)n(Cc2ccccc2)c(=O)[nH]c1=O
13: CCCCNC(=S)NCC(c1ccccc1)c1c[nH]c2ccccc12 (configuration not stated)
14: CCSc1nnc(NC(=O)CSc2sc3c(O)cc(=O)[nH]c3c2C#N)s1
15: C=CCN(C)NC(=O)Nc1ccccc1
16: COc1ccc(CN2CCN(C(=O)c3cccs3)CC2)c(OC)c1OC

compound no.	9	10	11	12	13	14	15	16
bovine MsrA act	0	-3	-2	-2	0	-4	-3	-5
Rin1-Abl PPI inh	1	0	1	0	-2	1	4	1
Rpn11 inh	i	i	i	i	i	+	i	i
FAS TE block	0	21	0	-6	15	0	-2	-7
E coli Lon inh	-3	2	8	2	1	-14	-4	3
PABP1 MLLE inh	2	-46	4	-3	-74	-21	-3	-2
MT1-MMP act inh	4	-7	.	-2	-1	-4	10	2
CSN inh	1	-2	-5	-8	-8	35	-12	4
MsrA inh	0.3	1.9	-2.1	-0.5	0.1	4.2	1.7	-0.8

17: CCOc1ccc(CCNC(=O)Cn2c(=O)oc3ccccc32)cc1OCC
18: N#Cc1c(N(CCO)CCO)nc(N)c2c(N)nc3c(c12)CC(=O)N3Cc1cccs1
19: CS(=O)(=O)Cc1ccc(C(=O)N2CCN(C(=O)c3cccs3)CC2)cc1
20: N/C(=N\OCc1ccc([N+](=O)[O-])cc1)c1ccncc1
21: Cc1c(C(=O)NCc2cccnc2)oc2c1C(=O)CC(C)(C)C2
22: COc1cc(NCCCCCCN)c2ncccc2c1OC
23: Cn1cc(C(=O)Nc2ccc(F)c(F)c2)cn1
24: Cc1ccc2c(c1)C(SCC(=O)NCCc1ccccc1)CC1(CCCC1)O2 (configuration not stated)

compound no.	17	18	19	20	21	22	23	24
bovine MsrA act	-4	-5	-2	-4	-1	6	1	-5
Rin1-Abl PPI inh	-3	-5	-1	2	-2	4	5	3
Rpn11 inh	i	i	i	i	i	i	i	i
FAS TE block	-3	7	-10	1	-6	17	0	31
E coli Lon inh	-2	-7	13	-2	4	7	3	-5
PABP1 MLLE inh	-2	-23	1	13	7	18	0	2
MT1-MMP act inh	-1	-14	3	-2	2	4	-2	-3
CSN inh	-3	10	-4	-13	0	86*	1	-3
MsrA inh	.	.	-1.3	0.9	0.2	-1.3	0.3	-0.6

25: CC1CN(C(=O)CCn2c(=O)oc3ccccc32)CC(C)O1 (configuration not stated)
26: Cc1ccccc1N(C)C(=O)C1CCCN(c2ncnc3c2nc2n3CCCCC2)C1 (configuration not stated)
27: C#CCNC(=O)C1=C[C@H](c2ccc(C(F)(F)F)cc2)[C@@H](CCCO)[C@H](OCC)O1
28: CC(NC(=O)COc1ccccc1F)C1CC2CCC1C2 (configuration not stated)
29: Cc1ccc(C(=O)Nc2nn(C)c3cccc(F)c23)cc1
30: COc1nc(NCCc2ccc(OC)c(OC)c2)nc(Nc2ccccc2)n1
31: CC(=O)Nc1ccc(N(C(=O)c2ccco2)C(C(=O)NC2CCCC2)c2ccncc2)cc1 (configuration not stated)
32: N=c1c2c3c(sc2ncn1Cc1ccccc1)CCCC3

compound no.	25	26	27	28	29	30	31	32
bovine MsrA act	-2	-3	3	-3	-3	-10	-1	0
Rin1-Abl PPI inh	5	-2	-3	1	-3	0	0	1
Rpn11 inh	i	i	i	i	i	i	i	i
FAS TE block	-11	-2	-10	3	-5	8	-8	-9
E coli Lon inh	-4	4	0	-4	5	-4	-2	-8
PABP1 MLLE inh	-15	14	-6	-1	-1	-9	-4	-1
MT1-MMP act inh	0	-1	2	3	1	0	0	2
CSN inh	-5	-4	-4	0	3	-3	0	-4
MsrA inh	-0.5	-0.2	-0.3	0.2	-1.0	-0.6	0.5	-0.3

33: O=C(c1cn(Cc2ccccc2)nc1-c1ccccc1)N1CCN(c2ccccn2)CC1
34: CCCC(C(=O)NCCC(C)C)N(Cc1ccccc1Cl)C(=O)c1snc(C(N)=O)c1N (configuration not stated)
35: NC(N)=N/N=C/c1ccc(OS(=O)(=O)c2ccccc2)cc1
36: Cc1ccc(S(=O)(=O)NCC2NCCc3ccccc32)cc1 (configuration not stated)
37: N#Cc1ncc(-c2ccc3c(c2)OCCOCCOCCOCCOCCO3)nc1C#N
38: CCCn1c(SCC(=O)NC2CCCCC2C)n[nH]c1=O (configuration not stated)
39: Cn1c(=O)c2c(nc(NCc3ccc4c(c3)OCO4)n2C)n(C)c1=O
40: COc1ccc(C2C(C#N)=C(N)Oc3n[nH]c(C)c32)cc1CSc1ccccn1 (configuration not stated)

compound no.	33	34	35	36	37	38	39	40
bovine MsrA act	1	-3	-9	-3	-2	-2	-8	2
Rin1-Abl PPI inh	0	0	1	4	3	-2	0	-3
Rpn11 inh	i	i	i	i	i	i	i	i
FAS TE block	6	10	-4	0	-9	-5	-7	17
E coli Lon inh	0	-6	-1	-2	0	6	-6	-12
PABP1 MLLE inh	-4	-2	-14	2	-9	-34	-15	4
MT1-MMP act inh	-1	-3	0	-1	1	0	3	-1
CSN inh	-6	-1	3	-19	-3	2	-1	4
MsrA inh	0.0	-0.6	0.4	0.2	-0.1	0.0	1.4	-0.8

Records listed above shown as hits in Rpn11 inh:
nr | canonical_smiles | bovine MsrA act | Rin1-Abl PPI inh | Rpn11 inh | E coli Lon inh | PABP1 MLLE inh | MT1-MMP act inh | CSN inh | MsrA inh
14 | CCSc1nnc(NC(=O)CSc2sc3c(O)cc(=O)[nH]c3c2C#N)s1 | -4 | 1 | + | -14 | -21 | -4 | 35 | 4.2

(next part)
41: Cc1ccn2c(=O)c(C(=O)NCCN3CCOCC3)c(O)nc2c1
42: CCCNC(=O)c1onc(CSc2ccc(Cl)cc2)c1C(=O)NCCOC
43: CCC(=O)Nc1cc2c3c(c1)CCN3C(=O)CC2
44: CC(C)CCN1CCC[C@]2(N[C@H](c3ccccc3)[C@@H]3C(=O)N(Cc4ccccc4)C(=O)[C@@H]32)C1=O
45: Cc1ccc(OCCOc2cccc3ccc(C)nc23)c([N+](=O)[O-])c1
46: c1ccc(CNc2nc(-c3cccs3)nc3ccccc23)cc1
47: COc1ccc(NC(=O)c2ccc(C)cc2)c(OC)c1
48: CCOc1ccc(CCNC(=O)C2CCCN(S(=O)(=O)N3CC(C)CC(C)C3)C2)cc1OCC (configuration not stated)
49: Cc1ccc(O)c(C(=O)CC(=O)c2ccc(Cl)cc2)c1
50: COc1cc2ccccc2cc1C(=O)Nc1ccccc1N1CCN(S(C)(=O)=O)CC1

compound no.	41	42	43	44	45	46	47	48	49	50
bovine MsrA act	-3	-2	-6	0	-5	-2	-7	0	-8	-6
Rin1-Abl PPI inh	2	4	-4	-4	-2	3	-1	3	-1	-2
Rpn11 inh	i	i	i	i	i	i	i	i	i	i
FAS TE block	-4	2	-8	1	6	44	-6	5	9	43
E coli Lon inh	7	-1	1	-2	5	-7	-3	-7	4	13
PABP1 MLLE inh	15	8	-6	7	-9	-2	-3	0	-6	8
MT1-MMP act inh	-1	0	0	-5	3	6	-4	-2	-12	-5
CSN inh	-4	-1	1	0	0	6	-3	-5	1	-5
MsrA inh	0.1	-1.1	-0.8	-1.9	-0.3	1.5	-1.2	0.3	1.1	0.1

Structural class: those above containing a thiophene ring, fused or not.
1: CCOC(=O)Cc1ccc(Nc2nc(NCc3ccccc3)nc3ccsc23)cc1
14: CCSc1nnc(NC(=O)CSc2sc3c(O)cc(=O)[nH]c3c2C#N)s1
16: COc1ccc(CN2CCN(C(=O)c3cccs3)CC2)c(OC)c1OC
18: N#Cc1c(N(CCO)CCO)nc(N)c2c(N)nc3c(c12)CC(=O)N3Cc1cccs1
19: CS(=O)(=O)Cc1ccc(C(=O)N2CCN(C(=O)c3cccs3)CC2)cc1
32: N=c1c2c3c(sc2ncn1Cc1ccccc1)CCCC3
46: c1ccc(CNc2nc(-c3cccs3)nc3ccccc23)cc1

compound no.	1	14	16	18	19	32	46
bovine MsrA act	0	-4	-5	-5	-2	0	-2
Rin1-Abl PPI inh	-3	1	1	-5	-1	1	3
Rpn11 inh	i	+	i	i	i	i	i
FAS TE block	18	0	-7	7	-10	-9	44
E coli Lon inh	7	-14	3	-7	13	-8	-7
PABP1 MLLE inh	9	-21	-2	-23	1	-1	-2
MT1-MMP act inh	-7	-4	2	-14	3	2	6
CSN inh	-3	35	4	10	-4	-4	6
MsrA inh	2.5	4.2	-0.8	.	-1.3	-0.3	1.5
